TexasRed fluor: alters Texas Red total fluorescence, flagging assay interference; Potency, µM (top dose mostly 106 µM), inactives show top-dose fluorescence change, negative = quenching; TRb/SRC2 Texas Red total fluorescence interference; 280,000 compounds, 0.29% hits; AID 1479; active = well fitted curve in either direction with a large enough effect; inconclusive = small, poorly fitted or top-dose-only effect; also: % is scaled to controls: 0 for no effect and ±100 for the full control effect
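Flags fluorescent or light-absorbing compounds by total fluorescence, S + 2P, at 555 nm excitation and 632 nm emission. Mixture: 20 nM Texas Red SRC2 peptide, 0.6 uM human TRb LBD, 1 uM T3, 5% DMSO; compound exposure 5 h at ambient temperature.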
JMJD2E inh: blocks human JMJD2E demethylase activity; JMJD2E catalytic domain, FDH-coupled NADH fluorescence (FDH is formaldehyde dehydrogenase); Potency, µM (highest dose often 57.1 µM), inactives show top-dose activity change, negative = inhibition, hits mostly inhibitors; 230,000 compounds, 1.6% hits; active = well fitted inhibition curve with a large enough effect, not every such curve was filed as active; inconclusive = small, poorly fitted or top-dose-only effect, or another doubt; inactive = no such curve, though single readings can be large or run the other way;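 also: 0% = wells with enzyme and -100% = buffer wells without enzyme; nearly all actives have a fitted effect of over 50% in size; many of its hits are not listed in these tables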
Target sequence (B2RXH2 1-337 limits assumed): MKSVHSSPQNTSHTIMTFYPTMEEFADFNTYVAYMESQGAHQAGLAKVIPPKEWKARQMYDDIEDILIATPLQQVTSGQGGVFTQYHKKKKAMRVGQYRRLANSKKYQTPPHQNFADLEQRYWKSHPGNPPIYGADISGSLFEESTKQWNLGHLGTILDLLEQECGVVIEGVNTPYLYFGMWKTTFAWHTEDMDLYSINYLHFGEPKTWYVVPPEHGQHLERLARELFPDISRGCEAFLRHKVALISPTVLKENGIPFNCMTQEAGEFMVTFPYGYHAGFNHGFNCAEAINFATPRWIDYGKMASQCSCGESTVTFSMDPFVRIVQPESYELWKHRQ
TRb SRC2 PPI: inhibitors of human thyroid hormone receptor beta-SRC2 interaction; P10828; TRbeta-SRC2 peptide binding, fluorescence polarization; receptor liganded with 1 µM T3; Potency, µM (highest dose often 106 µM), for the others: top-dose activity change, negative = inhibition, hits mostly inhibitors; 280,000 compounds, 0.065% hits;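 also: plate controls were bound peptide for no effect and peptide without receptor for full effect; nearly all actives have a fitted effect of over 50% in size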
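TRb LBD 0.6 uM + Texas Red SRC2 peptide 20 nM, 1 uM T3, Tris buffer w/ 5% DMSO; compound pinned, 5 h RT; FP read ex 555/em 632; normalized to unbound and bound controls.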
ALDH1A1 block: inhibitors of human aldehyde dehydrogenase 1A1; P00352; Purified ALDH1A1, NADH fluorescence, propionaldehyde substrate; Potency, µM (titrated, usually from 75.3 µM), inactives show at the top dose activity, negative = inhibition, most hits filed as inhibitors; 220,000 compounds, 7.3% hits; AID 1030; active = well fitted inhibition curve with a large enough effect, not every such curve was filed as active; inconclusive = small, poorly fitted or top-dose-only effect, or another doubt; inactive = no such curve, though single readings can be large or run the other way;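 also: plate controls were no enzyme wells and a reference inhibitor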
SMN2 splice up: enhancers of SMN2 splice variant expression; HEK293 SMN2-luciferase splicing reporter, luminescence, 30-36 h; Potency, µM (doses to about 46.1 µM), inactives show at the highest dose activity change, positive = activation, actives largely listed as activators; 210,000 compounds, 2.8% hits; also: % of control where 0% means no effect; nearly all actives have a fitted effect of over 55% in size
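HEK293 cells carry an SMN2 […]–luciferase reporter in which exon 7 inclusion puts luciferase in frame. Cells were plated 10-12 h before compound addition, then incubated 30-36 h at 37C. ONE-Glo luminescence was read; sodium butyrate at 4.5 mM final served as control.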
GoLoco inh red: blocks human Gai1 binding to RGS12 GoLoco peptide, red readout; Gai1:RGS12 GoLoco peptide FP, rhodamine, 10 min; Potency, µM (series often up to 61.6 µM), for inactives: top-dose activity, negative = inhibition, hits mostly inhibitors; 230,000 compounds, 0.44% hits; AID 880; active = well fitted inhibition curve with a large enough effect, not every such curve was filed as active; inactive = no such curve, though single readings can be large or run the other way; also: % is scaled to controls: 0 for no effect and ±100 for the full control effect; nearly all actives have a fitted effect of over 30% in size; many of its hits are not listed in these tables
LMNA splice mod: changes lamin A minigene splicing in HeLa cells; AID 1487; Potency, µM (doses to about 46.1 µM), without a hit: at the highest dose ratio change, negative = inhibition, most hits filed as inhibitors; 200,000 compounds, 0.01% hits; HeLa LMNA splicing GFP/RFP minigene ratio, 48 h; active = well fitted inhibition curve with a large enough effect in the signal ratio, with a control signal flat, not every such curve was filed as active; inconclusive = small, poorly fitted or top-dose-only effect, or effect the other way, or a change in a side signal; the % refers to the signal ratio; also: % is scaled to controls: 0 for no effect and ±100 for the full control effect
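S3 HeLa stable clones carrying a lamin A-EGFP splicing minigene plus DsRed2 were seeded at 600 cells/well in Opti-MEM with 2% FBS, pin-dosed and incubated 48 h at 37°C. Acumen cytometry (488 nm) gave the GFP/RFP total-intensity ratio.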
RECQ1 inh: blocks DNA unwinding by human RECQ1 | AID 2549 | RECQ1 DNA unwinding, red fluorescence kinetic read | P46063 | 240,000 compounds, 0.54% hits | Potency, µM (titrated, usually from 57.3 µM), without a hit: top-dose activity, negative = inhibition, usual class: inhibitors;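 also: plate controls were vehicle for no effect and no enzyme for full effect; nearly all actives have a fitted effect of over 30% in size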
Target sequence (P46063 whole entry, looked up): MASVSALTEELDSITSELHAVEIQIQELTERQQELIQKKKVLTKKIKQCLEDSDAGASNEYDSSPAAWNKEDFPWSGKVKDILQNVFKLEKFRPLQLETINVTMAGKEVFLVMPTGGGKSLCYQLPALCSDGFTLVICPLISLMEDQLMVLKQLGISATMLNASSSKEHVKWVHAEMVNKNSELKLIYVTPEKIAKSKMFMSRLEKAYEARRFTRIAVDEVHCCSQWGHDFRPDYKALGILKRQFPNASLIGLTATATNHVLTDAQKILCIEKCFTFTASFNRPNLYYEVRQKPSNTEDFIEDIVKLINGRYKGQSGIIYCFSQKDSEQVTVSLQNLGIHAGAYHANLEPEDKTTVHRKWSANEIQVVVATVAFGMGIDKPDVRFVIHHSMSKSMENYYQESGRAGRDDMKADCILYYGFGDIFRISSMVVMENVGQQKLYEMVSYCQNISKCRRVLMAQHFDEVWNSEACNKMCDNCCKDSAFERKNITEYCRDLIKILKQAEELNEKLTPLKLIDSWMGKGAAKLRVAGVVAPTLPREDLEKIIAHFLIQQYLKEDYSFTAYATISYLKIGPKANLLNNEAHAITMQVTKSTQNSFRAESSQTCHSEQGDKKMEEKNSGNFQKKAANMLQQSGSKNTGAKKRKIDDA
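RECQ1T1 50 nM; forked duplex (20 bp + 30-nt ss tails) 200 nM, ATP 2 mM final; pH 8.0, 2 mM MgCl2, 2.5 ug/ml poly(dI-dC); 15 min compound preincubation; discontinuous kinetic read over 2 h at RT.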
* = called active by the depositor; i = inactive; ? = inconclusive; . = no result given; & = joins results of further samples; ! = a repeat was not active; [ ] = remark or other dose. Unless noted, calls follow the shape of the dose curve; as a rule, active = well fitted curve in the direction sought with a large enough effect; inconclusive = small, poorly fitted or top-dose-only effect, or another doubt; inactive = no such curve, though single readings can be large; an effect the other way counts as inactive or inconclusive. Potency is read from the fitted curve at half-maximal effect. Some of the compounds tested; rates above refer to the full screens.

1	O=C(CCc1nnc(CCCc2ccccc2)o1)NCCCC1CCCC1
2	Cn1c2ccccc2c2cc(C(=O)NNS(=O)(=O)c3ccc(F)cc3)sc21
3	CCC(C)[C@H](N)c1cn([C@@H](Cc2ccc(O)cc2)C(=O)N2CCNCC2)nn1 (stereo not given in full)
4	O=C(CCNC(=O)Cn1ccc2ccccc2c1=O)NCc1ccccn1
5	COCC(=O)OCC(=O)Nc1cc([N+](=O)[O-])ccc1Cl
6	COc1cc(CN2CCCC(C(=O)c3ccc4c5c(cccc35)CC4)C2)cc(OC)c1O (stereo not given)
7	Cc1nnc(NC2=NCCC2)s1
8	CCOc1ccccc1C1C(C#N)=C(N)Oc2n[nH]c(CC)c21 (stereo not given)
9	Cc1ccnc(NC(=O)COc2ccccc2[N+](=O)[O-])c1
10	CCC(=O)c1ccc(O)c(CC=C(C)C)c1

screen / no. | 1 | 2 | 3 | 4 | 5 | 6 | 7 | 8 | 9 | 10
TexasRed fluor | -2% | 1% | -1% | 0% | -3% | 0% | 1% | -4% | 0% | -1%
JMJD2E inh | 5% | ? | 0% | ? | 11% | -24% | -2% | 2% | 1% | -3%
TRb SRC2 PPI | -2% | 0% | -3% | 0% | -3% | -9% | -6% | -15% | 1% | -22%
ALDH1A1 block | -15% | ? | 4% | 2% | 5% | ? | 2% | ? | 0% | ?
SMN2 splice up | . | 3% | . | -14% | 11% | . | -5% | 2% | 5µM* | -6%
GoLoco inh red | -4% | -1% | 3% | 4% | 6% | 78%[activator] | -3% | -6% | 4% | 7%
LMNA splice mod | . | -13% | . | . | . | ? | 3% | 20% | -5%[46 µM] | 20%
RECQ1 inh | -3% | -6% | -7% | i | -1% | -16% | -13% | i | -15% | -16%

11	CCn1cc(C(C)NC(=O)Nc2ccc3c(c2)OCO3)c(C)n1 (stereo not given)
12	CCOC(=O)C1(CCOC)CCN(Cc2nc(-c3cccs3)oc2C)CC1
13	CN1CCN(C(=O)c2ccc3c(c2)N(Cc2ccc(Cl)cc2)C(=O)c2ccccc2S3=O)CC1 (stereo not given)
14	COc1ccccc1-c1nc2ccccc2nc1-c1ccccc1OC
15	O=C(c1ccc(C#CC2(O)CCCCC2)cc1)N1CCN(Cc2ccccc2)CC1
16	CC(=O)c1ccc(N2CCN(C(=O)Nc3ccc(C(C)C)cc3)CC2)cc1
17	Cc1ccsc1C=Nc1ccc(O)cc1
18	O=C(CSc1nc2ccccc2s1)NCc1ccc2c(c1)OCO2
19	COc1ccc(NC(=S)NC(=O)c2ccc(Br)o2)cc1
20	COc1cccc(Nc2ncc(C#N)c(N)n2)c1

screen / no. | 11 | 12 | 13 | 14 | 15 | 16 | 17 | 18 | 19 | 20
TexasRed fluor | -4% | 2% | 1% | -5% | 0% | 0.032µM*![quencher] | -9% | -6% | 1% | -8%
JMJD2E inh | -4% | ? | 4% | -11% | 9% | -18% | 3% | -4% | -5% | -6%
TRb SRC2 PPI | -1% | -2% | 6% | -5% | -12% | -2%&-3% | 32µM* | -7% | 9% | -4%
ALDH1A1 block | 3% | -7% | ? | ? | -13% | ? | ? | 14µM* | 11µM* | .
SMN2 splice up | 15% | . | 2% | 1% | -10% | -85%&-43%[inhibitor] | -9% | -2% | 8.9µM* | .
GoLoco inh red | 29% | 5% | -2% | -1% | -3% | 0% | -38% | -2% | 22% | 0%
LMNA splice mod | . | . | -5% | -7% | ? | . | ? | -18% | . | .
RECQ1 inh | i | i | -14% | -4% | -11% | 0% | ? | -3% | i | -11%

21	CC(=O)c1cc2c(cc1NC(=O)C1CCC1)OCO2
22	O=C(c1ccoc1)N1CCC2(CC1)Oc1ccc(F)cc1C(=O)C21CC(c2ccc(Cl)cc2)=NO1 (stereo not given)
23	O=C(O)CC/C(=N/NC(=O)CNC(=O)Cc1ccc(Cl)cc1)c1ccccc1
24	O=C(Cn1c(CO)nc2ccccc21)NCCc1ccc(F)cc1
25	C=CCNC(=O)c1sc(-c2ccccc2)nc1C
26	COc1ccc(C(=O)N2CCC3(CCN(Cc4ccncc4)CC3)CC2)cc1
27	Cc1cc(NC(=O)C2CCCN2C(=O)Nc2c(C)cccc2C)ccc1-n1cnnn1 (stereo not given)
28	O=c1c2ccccc2cnn1-c1nc2ccccc2[nH]1
29	Cc1c(NC(=O)c2ccccc2NS(=O)(=O)c2ccc(Br)cc2)c(=O)n(-c2ccccc2)n1C
30	Cc1cc(NC(=O)CSCc2ccccc2C)no1

screen / no. | 21 | 22 | 23 | 24 | 25 | 26 | 27 | 28 | 29 | 30
TexasRed fluor | -4% | -1% | -2% | 1% | -1% | . | 1% | -3% | -3% | -1%
JMJD2E inh | ? | 0% | 7% | -4% | -4% | . | 10% | ? | 2% | -3%
TRb SRC2 PPI | 3% | 3% | -2% | 4% | 2% | . | -1% | 1% | -18% | 0%
ALDH1A1 block | ? | . | . | -4% | 5% | -3% | 1% | -14% | -8% | -1%
SMN2 splice up | . | . | . | 0% | ? | -7% | -3% | . | 0% | 6%
GoLoco inh red | 4% | 8% | 1% | 4% | 7% | 9% | 4% | 1% | -23% | 0%
LMNA splice mod | . | . | . | -14%[46 µM] | 18%[46 µM] | . | -9% | 17%[9.22 µM] | 3% | ?
RECQ1 inh | i | i | -8% | -3% | i | -9% | i | -4% | i | -3%

Reprinted at random: four records from the list.
22	O=C(c1ccoc1)N1CCC2(CC1)Oc1ccc(F)cc1C(=O)C21CC(c2ccc(Cl)cc2)=NO1 (stereo not given)
27	Cc1cc(NC(=O)C2CCCN2C(=O)Nc2c(C)cccc2C)ccc1-n1cnnn1 (stereo not given)
30	Cc1cc(NC(=O)CSCc2ccccc2C)no1
24	O=C(Cn1c(CO)nc2ccccc21)NCCc1ccc(F)cc1

screen / no. | 22 | 27 | 30 | 24
TexasRed fluor | -1% | 1% | -1% | 1%
JMJD2E inh | 0% | 10% | -3% | -4%
TRb SRC2 PPI | 3% | -1% | 0% | 4%
ALDH1A1 block | . | 1% | -1% | -4%
SMN2 splice up | . | -3% | 6% | 0%
GoLoco inh red | 8% | 4% | 0% | 4%
LMNA splice mod | . | -9% | ? | -14%[46 µM]
RECQ1 inh | i | i | -3% | -3%

Next part
31	Cc1ccccc1-c1nc(CN2CCC(C(=O)NCCC3=CCCCC3)CC2)c(C)o1
32	COc1ccc(NC(=O)CN2C(=O)N(C)Cc3ccccc32)c(C)c1
33	CCOC(=O)c1cc2c(C)n(-c3ccc(C)cc3)c(C)c2ccc1=O
34	OC(CN1CCN(c2ccccn2)CC1)Cn1c2ccccc2c2ccccc21 (stereo not given)
35	Cc1ccc(NCc2cccnc2)c(Br)c1
36	CCCC1CCC(=C(C#N)C(N)=O)CC1 (stereo not given)
37	Cc1nc2sc(C(c3cccs3)N3CC(C)CC(C)C3)c(O)n2n1 (stereo not given)
38	CCCS(=O)(=O)N1CCN(C(=O)c2ccco2)CC1
39	CC(=O)NS(=O)(=O)c1ccc(NC(=S)NC(=O)C(C)(C)C)cc1
40	O=S(=O)(Cc1ccccc1)NCC1CCCN(Cc2cccc3nonc23)C1 (stereo not given)

screen / no. | 31 | 32 | 33 | 34 | 35 | 36 | 37 | 38 | 39 | 40
TexasRed fluor | 2% | 3% | 0% | 2% | -1% | -2% | 2% | -4% | -5% | -1%
JMJD2E inh | 7% | 4% | -9% | -4% | ? | 18% | 1% | 11% | 2% | -6%
TRb SRC2 PPI | -18% | 1% | 0% | 0% | 2% | -5% | -4% | -2% | -7% | -14%
ALDH1A1 block | ? | 13% | -1% | ? | -10% | -2% | ? | -12% | -13% | 10µM*
SMN2 splice up | -8% | 10% | -13% | -55%[inhibitor] | 4% | -2% | 5% | -10% | 2% | .
GoLoco inh red | 12% | 4% | 11% | 9% | -2% | -5% | -14% | 6% | -12% | 4%
LMNA splice mod | 10% | -21%[46 µM] | ? | ? | 4% | 4% | -5% | 1% | -2% | ?
RECQ1 inh | -4% | i | i | -6% | -1% | 2% | -12% | 7% | i | -7%

41	CCn1cc(C(=O)Nc2cccc(NC(C)=O)c2)c2cc(OC)c(OC)cc2c1=O
42	O=C(O)/C=C\C(=O)Nc1ccc(OC(F)F)cc1
43	CN(C)c1ncc2nc(CCc3ccccc3)c(=O)n(-c3ccccc3)c2n1
44	OCCC1CN(Cc2cccc(O)c2)CCN1CCc1ccccc1 (stereo not given)
45	O=C(CSc1nc(-c2ccccc2)cs1)NC(=O)NCc1ccco1
46	C/C=C/c1ccc(Oc2nnnn2-c2ccc(C(N)=O)cc2)c(OC)c1
47	Cc1cccc(Oc2cc(NC(=O)Cn3cnc([N+](=O)[O-])n3)cc([N+](=O)[O-])c2)c1
48	CC(Sc1nnc2ccccn12)C(=O)NCc1ccc2c(c1)OCO2 (stereo not given)
49	CC1CCC(NC(=O)c2ccc(CS(=O)(=O)Cc3ccccc3F)o2)CC1 (stereo not given)

screen / no. | 41 | 42 | 43 | 44 | 45 | 46 | 47 | 48 | 49
TexasRed fluor | -2% | -3% | . | -5% | -7% | 2% | -2% | -1% | 0%
JMJD2E inh | -3% | -16% | . | 0% | 1% | -2% | 1% | ? | 0%
TRb SRC2 PPI | -23% | 3% | . | -1% | -1% | -15% | 13% | 5% | -1%
ALDH1A1 block | -4% | ? | ? | 14% | ? | -13% | ? | -4% | -6%
SMN2 splice up | 15% | 1% | -9% | . | -23% | -19% | 18%[1.84 µM] | -12% | -23%
GoLoco inh red | 2% | 13% | 82%[activator] | 4% | 26% | 13% | 1% | -3% | 6%
LMNA splice mod | -4% | ? | . | -12%[46 µM] | ? | 13% | ? | 17%[9.22 µM] | -8%
RECQ1 inh | 5% | i | -2% | -6% | -4% | -2% | -4% | -12% | -2%

High-throughput results deposited in PubChem BioAssay by National Center for Advancing Translational Sciences (NCATS).
